Source: PubChem BioAssay (National Center for Advancing Translational Sciences (NCATS))
EPAC2 agonist: qHTS for Agonist of cAMP-regulated guanine nucleotide exchange factor 4 (EPAC2): primary screen; Rap guanine nucleotide exchange factor 4 (Homo sapiens), Q8WZA2; EPAC2 activation, biochemical qHTS; response scale: 100% = 6.5 mM cAMP response; Potency, µM (top dose mostly 154 µM), inactives show at the highest dose activation, most hits filed as activators; hit rate 0.079% among 360,000; also: potency is read from the fitted curve at half-maximal effect; nearly all actives have a fitted effect of over 50% in size
Target sequence (Q8WZA2 whole entry, looked up): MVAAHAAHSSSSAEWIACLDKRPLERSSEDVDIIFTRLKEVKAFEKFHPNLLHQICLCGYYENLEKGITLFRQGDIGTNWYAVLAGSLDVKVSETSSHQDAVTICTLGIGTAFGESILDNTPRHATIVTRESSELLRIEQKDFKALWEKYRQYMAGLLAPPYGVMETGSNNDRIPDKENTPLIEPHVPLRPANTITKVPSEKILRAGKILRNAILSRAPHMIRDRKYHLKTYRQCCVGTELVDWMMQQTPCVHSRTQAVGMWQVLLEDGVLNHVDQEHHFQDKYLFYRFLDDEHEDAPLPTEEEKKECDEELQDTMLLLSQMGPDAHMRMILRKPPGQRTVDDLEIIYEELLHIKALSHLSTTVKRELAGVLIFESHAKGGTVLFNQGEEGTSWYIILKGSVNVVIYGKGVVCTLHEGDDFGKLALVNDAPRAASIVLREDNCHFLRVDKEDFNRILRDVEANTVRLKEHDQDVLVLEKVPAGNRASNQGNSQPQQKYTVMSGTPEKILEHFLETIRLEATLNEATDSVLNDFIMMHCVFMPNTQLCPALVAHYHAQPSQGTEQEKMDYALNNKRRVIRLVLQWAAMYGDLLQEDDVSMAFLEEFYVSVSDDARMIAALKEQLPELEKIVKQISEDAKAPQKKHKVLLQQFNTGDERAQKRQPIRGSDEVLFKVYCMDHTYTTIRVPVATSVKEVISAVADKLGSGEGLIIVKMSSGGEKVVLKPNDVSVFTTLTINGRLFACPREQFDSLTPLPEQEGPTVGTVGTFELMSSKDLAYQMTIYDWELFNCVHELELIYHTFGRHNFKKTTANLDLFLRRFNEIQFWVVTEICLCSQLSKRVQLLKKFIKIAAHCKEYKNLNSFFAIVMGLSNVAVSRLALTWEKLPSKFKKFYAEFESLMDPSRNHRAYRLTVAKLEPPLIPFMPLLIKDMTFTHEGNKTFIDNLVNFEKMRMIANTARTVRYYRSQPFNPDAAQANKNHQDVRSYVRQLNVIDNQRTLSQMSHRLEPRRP
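Compounds were added across a concentration range to EPAC2 (100 nM), RAP1B-BODIPY-GDP (250 nM) and GDP (50 uM). After 5 min at room temperature, fluorescence was recorded at 5-min intervals for 30 min.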
A549 tox: Nrf2 qHTS screen for inhibitors: counterscreen for cytotoxicity; hit rate 0.16% among 390,000; A549 ARE-Fluc cells, CellTiter-Fluor viability, 18-24 h; Potency, µM (titrated, usually from 46 µM), for the others: top-dose activity change, negative = cytotoxicity, hits mostly inhibitors; also: potency is read from the fitted curve at half-maximal effect; % is scaled to controls: 0 for no effect and ±100 for the full control effect
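Cytotoxicity counterscreen: CellTiter-Fluor fluorescence was measured in A549 ARE_Fluc cells after 18-24 h of compound exposure in a concentration series. The subsequent BugLite luminescent read reports ARE-luciferase activity.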
TGFb inhibitor: qHTS for Inhibitors of TGF-b; hit rate 1.2% among 410,000; Potency, µM (series often up to 46.1 µM), inactives show at the top dose activity, negative = inhibition, usual class: inhibitors; HepG2 CAGA-GFP TGF-b/SMAD3 reporter, GFP fluorescence, 18 h; TGF-beta stimulated, 500 pg/mL final; also: potency is read from the fitted curve at half-maximal effect; % is scaled to controls: 0 for no effect and ±100 for the full control effect; nearly all actives have a fitted effect of over 65% in size
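Inhibition was scored as loss of TGF-beta-induced (500 pg/mL final, 18 hours, 37 degrees C) GFP in HEPG2 cells carrying a CAGA-GFP reporter, in DMEM with 1% FBS. Well GFP was summed per cell; Activity was normalised to unstimulated and stimulated DMSO wells, then concentration-response fitting.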
HepG2 viability: qHTS for Inhibitors of TGF-b: Cytotox Counterscreen. HepG2 CAGA-GFP viability, ATP luminescence, 18 h. Potency, µM (highest dose often 46.1 µM), for the others: at the highest dose activity change, negative = cytotoxicity, actives largely listed as cytotoxic. hit rate 0.76% among 410,000; also: potency is read from the fitted curve at half-maximal effect; some results filed as inactive show a strong effect at the top dose
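HepG2 CAGA-GFP cells (1000/well, DMEM with 1% FBS) received compound, then TGF-beta at 500 pg/mL final, and were incubated 18 hours at 37 degrees C. Viability was read by CellTiter-Glo luminescence. Media-only wells were set as complete cell-killing and DMSO as no toxicity.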
Nrf2 activator: qHTS of Nrf2 Activators; Potency, µM (highest dose often 46.1 µM), inactives show top-dose activation, hits mostly activators; hit rate 0.31% among 410,000; AID 624171, 2012; AREc32 ARE-luciferase reporter (MCF7-derived line), luminescence, 24 h; also: potency is read from the fitted curve at half-maximal effect; % of control where 0% means no effect; nearly all actives have a fitted effect of over 65% in size
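Reporter line AREc32 (ARE-Fluc), seeded overnight in OPTI-MEM with 5% FBS; compound pin-transferred, 24 hr at 37 deg C, 5% CO2; luminescent read-out.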
S2 tox: Viability Counterscreen for Primary qHTS for Inhibitors of ATXN expression; AID 651635, 2014; S2 cells (HEK-293 line with an ATXN2-luciferase reporter) viability, CellTiter-Fluor protease fluorescence, 24 h; hit rate 0.49% among 400,000; Potency, µM (top dose mostly 56.7 µM), actives largely listed as cytotoxic; also: potency is read from the fitted curve at half-maximal effect; nearly all actives have a fitted effect of over 40% in size
IL-2 act: qHTS of IL-2 Activators | IL-2 activation reporter assay, cell-based qHTS; stimulated with anti-CD3/CD4/CD28 beads; in transgenic mouse T cells | activation, % (series mostly up to about 46 µM) | hit rate 0.065% among 360,000 | AID 652025, 2013; in the data active = activation above about 50%; inconclusive = mostly about 30% to 49%; also: 0% is about no effect
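EGFP and DsRed fluorescence is measured by plate cytometry in unstimulated transgenic mouse T cells exposed to compound for 60 minutes, then stimulated 18 hours at 37 degrees C with anti-CD3/anti-CD4 beads plus anti-CD28.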
Nrf2 block: Nrf2 qHTS screen for inhibitors; hit rate 2.1% among 360,000; Potency, µM (top dose mostly 46 µM), inactives show at the highest dose activity change, negative = inhibition, most hits filed as inhibitors; A549 ARE-Fluc reporter, luciferase luminescence, 18-24 h; also: potency is read from the fitted curve at half-maximal effect; % is scaled to controls: 0 for no effect and ±100 for the full control effect; nearly all actives have a fitted effect of over 60% in size
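Two sequential reads on A549 ARE_Fluc cells exposed to compound for 18-24 h: a CellTiter-Fluor fluorescence read for viability, then a luciferase luminescence read for Nrf2/ARE activity.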
ATXN2 expr inh: Primary qHTS for Inhibitors of ATXN expression; hit rate 0.72% among 360,000; AID 1745845, 2022; HEK-293 ATXN2-luciferase reporter, luminescence, 24 h; Potency, µM (doses to about 57 µM), inactives show at the highest dose activity change, negative = inhibition, usual class: inhibitors; also: potency is read from the fitted curve at half-maximal effect; % is scaled to controls: 0 for no effect and ±100 for the full control effect; nearly all actives have a fitted effect of over 55% in size
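ATXN2-luciferase reporter cells (luciferase flanked by upstream and downstream ATXN2 gene portions) were treated 24 h at 37 °C with compounds at up to 57 uM. SteadyGlo luminescence gave expression; GF-AFC fluorescence gave viability.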
An asterisk follows results filed as active; i = inactive; ? = inconclusive; nt = not tested or not shown; [ ] = dose if it differs, or a comment. Unless noted, calls follow the shape of the dose curve; as a rule, active = well fitted curve in the direction sought with a large enough effect; inconclusive = small, poorly fitted or top-dose-only effect, or another doubt; inactive = no such curve, though single readings can be large; an effect the other way counts as inactive or inconclusive.

SMILES | EPAC2 agonist | A549 tox | TGFb inhibitor | HepG2 viability | Nrf2 activator | S2 tox | IL-2 act | Nrf2 block | ATXN2 expr inh
CCN(CC)CCCNC(=O)c1ccc2c3n(nc2c1)-c1ccc(Cl)cc1CO3 | 6% | 14% | ? | -42% | -3.7% | ? | -2.5 | ? | ?
Cc1ccc(S(=O)(=O)NCCN2CCOCC2)c(C)c1C | 3% | -9% | 0% | -1% | 0.5% | i | -0.4 | 1% | 28%
CC(=O)Nc1ccc(NC(=O)C2CCCN(c3ncccn3)C2)cc1 (stereo not drawn) | 3% | 0% | -16% | 0% | -0.8% | i | -3.0 | -12% | 8%
O=c1c2c(nc3cc(-c4cccc(Cl)c4)[nH]n13)CCCC2 | -9% | -7% | -5% | 10% | -0.2% | i | -4.9 | ? | -46%
CC1CCN(C(=O)C2COc3ccccc3C2)CC1 (stereo not drawn) | nt | 14% | -14% | -9% | -0.2% | i | nt | nt | 12%
O=C(NC1CS(=O)(=O)CC1NCc1ccco1)c1ccccc1 (stereo not drawn) | 1% | -9% | 20% | -1% | -0.7% | i | -0.6 | 8% | -9%
Cc1ccc(C)c(NC(=S)NC(C)C(c2cccs2)N2CCOCC2)c1 (stereo not drawn) | 4% | 0% | -24% | -26% | -0.8% | ? | -2.6 | 15% | -19%
COc1cccc(-n2nc(C(N)=O)c(O)cc2=O)c1 | 10% | 0% | -5% | -5% | 0.2% | i | -0.1 | -9% | 2%
O=C(Nc1nccs1)c1ccc(S(=O)(=O)c2ccccc2)cc1 | -6% | 4% | 29% | 13% | -0.2% | i | -3.2 | -11% | 4%
COc1ccc(Cn2c(CO)cnc2SCC(=O)NCc2ccco2)cc1 | nt | 9% | 7% | 3% | -0.8% | i | nt | nt | 3%
CCCCn1c(N)c(N(CCOC)C(=O)c2cc(-c3ccc(C)cc3)nc3ccccc23)c(=O)[nH]c1=O | 2% | 13% | 0% | -4% | 7.2% | i | 2.3 | 19% | 9%
Cc1[nH]c(C)c(S(=O)(=O)NCc2ccc(F)cc2)c1C(=O)N1CCCC1 | 6% | 8% | 0% | -37% | 0.4% | i | -0.4 | 7% | -3%
CCN(c1ccccc1)S(=O)(=O)c1ccc(C(=O)N2CCCC(C(F)(F)F)C2)cc1 (stereo not drawn) | 11% | 13% | -14% | -9% | -0.4% | i | -5.2 | -5% | -15%
CCOc1ccc(NC(=O)c2c(NCc3sccc3C)sc3c2CCCCC3)cc1 | nt | -7% | ? | -36% | 7.4% | nt | nt | nt | nt
CC1CCN(c2nc(-c3ccccc3)c(C#N)c(=O)[nH]2)CC1 | 3% | 12% | 10% | -10% | -0.5% | i | 1.8 | -14% | 1%
COc1cc(/C=C2/N=C(c3ccccc3F)OC2=O)cc(Cl)c1OS(C)(=O)=O | 1% | -6% | 10% | 7% | -0.1% | i | -1.8 | nt | -18%
COc1ccc(-c2nc(NC(=O)Cn3cnnn3)sc2C)cc1 | 13% | -2% | -22% | 0% | 0.5% | i | 0.7 | 3% | -22%
Cc1ccc(C)n1-c1nccc(-c2cccs2)n1 | 7% | ? | -4% | 11% | ? | i | 0.5 | ? | 7%
COc1ccc(C(=O)NNC(=O)CN(C)S(=O)(=O)c2ccc(Cl)cc2)c(OC)c1OC | -4% | 0% | -2% | -13% | 0.4% | i | 0.6 | 13% | -1%
CN(C)S(=O)(=O)c1ccc(NC(=O)CCCNC(=O)c2ccc(Cl)cc2)cc1 | 1% | 3% | -10% | -5% | 0.3% | i | -2.0 | 11% | 0%

Complete entries, looked up by structure. Order of values: EPAC2 agonist	A549 tox	TGFb inhibitor	HepG2 viability	Nrf2 activator	S2 tox	IL-2 act	Nrf2 block	ATXN2 expr inh
Cc1[nH]c(C)c(S(=O)(=O)NCc2ccc(F)cc2)c1C(=O)N1CCCC1 reads 6%	8%	0%	-37%	0.4%	i	-0.4	7%	-3%
COc1cccc(-n2nc(C(N)=O)c(O)cc2=O)c1 reads 10%	0%	-5%	-5%	0.2%	i	-0.1	-9%	2%

New compounds follow.
SMILES | EPAC2 agonist | A549 tox | TGFb inhibitor | HepG2 viability | Nrf2 activator | S2 tox | IL-2 act | Nrf2 block | ATXN2 expr inh
CCOc1ccc(N(CC(=O)N2CCCCCC2)S(=O)(=O)c2ccc(F)cc2)cc1 | 8% | 1% | -17% | -10% | 0.5% | i | -1.2 | -2% | -2%
CCCc1ccc(S(=O)(=O)N2CCC(c3nnnn3-c3ccc(OC)cc3)CC2)cc1 | nt | 5% | -1% | -10% | 0.4% | nt | nt | -9% | nt
O=C(Cn1cnc2c(cnn2-c2ccccc2)c1=O)N1CCOCC1 | 9% | 1% | 27% | 7% | -0.2% | i | 1.1 | 4% | 2%
O=C(COc1ccc2oc(-c3ccccc3)cc(=O)c2c1)Nc1ccccc1 | 13% | 8% | -28% | -1% | -0.8% | i | -2.0 | 4% | -14%
COc1ccc(CCNC(=O)c2cc(-c3ccncc3)nc3ccc(S(=O)(=O)N4CCOCC4)cc23)cc1OC | 2% | 0% | -1% | -1% | -0.7% | i | -0.9 | -1% | -7%
COC(=O)CCC(=O)Nc1ccc2oc3c(c2c1)CCCC3 | 11% | -9% | 25% | -2% | 0.1% | i | 0.7 | 3% | -8%
COC(=O)c1cc(O)c(OCc2ccccc2)c(O)c1 | 1% | 0% | 13% | -2% | 0.5% | ? | -0.5 | 20% | 26%
C[C@H]1CCC[C@@]2(O[C@H](CCO)C[C@H](O)[C@H]2O)O1 | 10% | 1% | 19% | 1% | -0.5% | i | -0.3 | 3% | 3%
CCOC(=O)C1CCCN(S(=O)(=O)c2cc3c4c(c2)CC(=O)N4CCC3)C1 (stereo not drawn) | nt | -15% | 1% | -1% | 1.0% | nt | nt | nt | nt
O=[N+]([O-])c1cc([N+](=O)[O-])c2cc(-c3cccnc3)[nH]c2c1 | 18% | -9% | -13% | 2% | 3.9% | i | 0.1 | 2% | -6%
Cc1c(CNC(=O)C2CCC(=O)N(CCc3ccccc3)C2)cnn1C (stereo not drawn) | 14% | 11% | -17% | -3% | -0.3% | i | -3.9 | 23% | -5%
CCCCNC(=O)c1ccc2nc(-c3cccs3)c(-c3cccs3)nc2c1 | nt | -1% | -7% | -24% | nt | nt | nt | -10% | nt
Cc1ccc2cc(CN(CC3CCCO3)S(=O)(=O)c3cccc4nsnc34)c(=O)[nH]c2c1 (stereo not drawn) | -3% | -4%[1.84 µM] | -5% | 2% | -0.2% | i | -3.9 | 10% | 5%
COc1ccc(CNS(=O)(=O)c2ccc3c(c2)CC(C)N3C(=O)C2CC2)cc1 (stereo not drawn) | -5% | -11% | -9% | -6% | -0.1% | i | -1.6 | ? | -20%
O=C(c1ccc(F)cc1)N1CCN(C2=NS(=O)(=O)c3ccccc32)CC1 | 4% | -3% | 16% | 18% | 0.2% | i | 2.1 | -18% | -10%
O=C(COC(=O)CN1C(=O)C2CC=CCC2C1=O)Nc1cc(C(F)(F)F)ccc1N1CCOCC1 (stereo not drawn) | 4% | -1% | -6% | -5% | 0.4% | i | -1.6 | ? | -1%
CC(=O)Nc1nc2[nH]ccc2c(=O)[nH]1 | 4% | nt | 4% | -1% | -0.9% | i | -1.4 | nt | nt
COC(=O)C1=CN(Cc2ccc(OC)c(OC)c2)C=C(C(=O)OC)C1c1cccc(F)c1 | 6% | -3% | 26% | 15% | 6.6% | i | -2.5 | 2% | 4%
COc1ccc(N=c2ssnc2Cl)cc1 | 0% | -9% | -1% | -4% | 2.8% | ? | 0.6 | 25% | -25%
COc1ccc(-n2ccnc2SCC(=O)Nc2ccccc2)cc1 | -3% | -1% | ? | 0% | -1.0% | i | -4.0 | -18% | -12%

Structural class, those above with an aryl thioether with sulfur outside any ring.
SMILES | EPAC2 agonist | A549 tox | TGFb inhibitor | HepG2 viability | Nrf2 activator | S2 tox | IL-2 act | Nrf2 block | ATXN2 expr inh
COc1ccc(Cn2c(CO)cnc2SCC(=O)NCc2ccco2)cc1 | nt | 9% | 7% | 3% | -0.8% | i | nt | nt | 3%
COc1ccc(-n2ccnc2SCC(=O)Nc2ccccc2)cc1 | -3% | -1% | ? | 0% | -1.0% | i | -4.0 | -18% | -12%

(listing goes on)
SMILES | EPAC2 agonist | A549 tox | TGFb inhibitor | HepG2 viability | Nrf2 activator | S2 tox | IL-2 act | Nrf2 block | ATXN2 expr inh
O=C1c2cccnc2C(=O)N1Cc1ccc(F)cc1S(=O)(=O)NCc1ccco1 | 6% | -5% | 0% | -10% | 0.3% | nt | -0.7 | -28% | nt
O=C(CN1CCN(Cc2ccc3c(c2)OCO3)CC1)Nc1ccc(F)cc1 | 2% | -4% | 3% | 7% | 1.6% | i | -2.9 | 11% | 19%
O=C1NCCN(Cc2c(F)cccc2Cl)C1CC(=O)N1CCCCO1 (stereo not drawn) | 9% | -3% | -13% | -2% | 0.0% | i | -2.7 | -3% | nt
Cc1ccc(C)c(NC(=S)N2CCC(N(C)CC3CCCO3)CC2)c1 (stereo not drawn) | 2% | 2% | -7% | -18% | -0.3% | i | -0.6 | 6% | 7%
COc1ccc(CCNC(=O)c2ccc3c(c2)N(Cc2ccccc2Cl)C(=O)c2ccccc2S3)cc1OC | nt | -2% | ? | -14% | 0.4% | nt | nt | nt | nt
CCc1ccccc1NC(=S)N1CCN(c2ccccn2)CC1 | 3% | 11% | -8% | 1% | -0.6% | i | 0.0 | -7% | 2%
CCOc1ncccc1C(=O)N=c1sccn1C | 5% | 0% | -3% | -13% | 0.1% | i | -4.6 | 9% | -14%
COc1ccc(-n2nnnc2-c2ccccc2)cc1 | 2% | -17% | 5% | 10% | -0.2% | ? | -2.7 | 12% | -10%
